Mtb BioA inh: M. tuberculosis BioA enzyme inhibitors, primary screen, biochemical, plate reader, single point, HTS | 7,8-diaminopelargonic acid synthase BioA (Mycobacterium tuberculosis) | purified M. tuberculosis BioA enzyme | inhibition, % at 9.99 µM | 360,000 compounds, 0.096% hits | AID 602481, 2012; in the data active = inhibition above about 40%; inconclusive = no clear call, values can overlap the other calls
PfHsp40 yeast: rescue of yeast from PfHsp40 toxicity, primary screen, S. cerevisiae, ATP luminescence; S. cerevisiae expressing PfHsp40, growth rescue; growth rescue, % at 12.5 µM; 340,000 compounds, 0.68% hits; in the data active = growth rescue above about 28%, passing the limit was not always enough; inconclusive = no clear call, values can overlap the other calls;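 note: yeast W303a lacking pdr1 and pdr3 grown in galactose medium; growth measured after three days at 30 °C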
GDH-TPI inh: GDH-TPI coupling enzyme inhibitors, primary screen, artefact control for M. tuberculosis FBA inhibitor project, biochemical, absorbance, full deck. GDH-TPI coupled enzyme counterscreen, NADH absorbance. inhibition, % at 4.8 µM. 360,000 compounds, 1.2% hits; in the data active = inhibition above about 30%;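 note: 0% = DMSO wells and 100% = wells lacking the enzyme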
BoNT A protease: BoNT/A light chain protease inhibitors, primary screen, biochemical, flow cytometry, MLPCN library; multiplex microsphere protease substrate cleavage; inhibition, % at 10 µM; 360,000 compounds, 0.17% hits; AID 588499, 2011; note: plate controls were buffer without enzyme for full effect and enzyme alone for no effect
BoNT-F LC inh: BoNT/F light chain protease inhibitors, primary screen, biochemical, flow cytometry, MLPCN library. Multiplex microsphere protease cleavage assay. inhibition, % at 10 µM. 360,000 compounds, 0.22% hits. AID 588497, 2011; in the data active = inhibition above about 35%, passing the limit was not always enough; inconclusive = no clear call, values can overlap the other calls; note: plate controls were buffer without enzyme for full effect and enzyme alone for no effect
Mtb UGM inh: M. tuberculosis UGM enzyme inhibitors, primary screen, biochemical, fluorescence polarization, single point; UDP-galactopyranose mutase (Mycobacterium tuberculosis (strain ATCC 25618 / H37Rv)), …; purified UGM, fluorescence polarization probe displacement; inhibition, % at 10 µM; 320,000 compounds, 0.06% hits; AID 504406, 2011; in the data active = inhibition above about 10%, passing the limit was not always enough; inconclusive = no clear call, values can overlap the other calls
Target sequence (P9WIQ1 whole entry, looked up): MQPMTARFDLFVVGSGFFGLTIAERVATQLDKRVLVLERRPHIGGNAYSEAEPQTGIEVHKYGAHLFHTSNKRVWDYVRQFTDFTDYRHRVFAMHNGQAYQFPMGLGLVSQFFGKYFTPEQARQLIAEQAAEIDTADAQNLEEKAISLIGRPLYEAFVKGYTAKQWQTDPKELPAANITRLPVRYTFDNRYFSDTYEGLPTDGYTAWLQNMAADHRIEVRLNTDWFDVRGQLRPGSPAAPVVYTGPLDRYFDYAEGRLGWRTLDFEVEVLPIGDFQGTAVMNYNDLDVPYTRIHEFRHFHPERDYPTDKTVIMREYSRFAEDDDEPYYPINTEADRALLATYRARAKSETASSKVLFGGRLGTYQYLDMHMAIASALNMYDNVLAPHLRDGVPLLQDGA
Mtb FBA inh: Mtb FBA enzyme inhibitors, primary screen, biochemical, fluorescence, strain H37Rv; Fructose-bisphosphate aldolase (Mycobacterium tuberculosis (strain ATCC 25618 / H37Rv)), …; purified M. tuberculosis FBA, fluorescence read-out; inhibition, % at 1 µM; 360,000 compounds, 2.3% hits; AID 588726, 2011; in the data active = inhibition above about 27%;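 note: 0% = vehicle and 100% = reference inhibitor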
Target sequence (P9WQA3 whole entry, looked up): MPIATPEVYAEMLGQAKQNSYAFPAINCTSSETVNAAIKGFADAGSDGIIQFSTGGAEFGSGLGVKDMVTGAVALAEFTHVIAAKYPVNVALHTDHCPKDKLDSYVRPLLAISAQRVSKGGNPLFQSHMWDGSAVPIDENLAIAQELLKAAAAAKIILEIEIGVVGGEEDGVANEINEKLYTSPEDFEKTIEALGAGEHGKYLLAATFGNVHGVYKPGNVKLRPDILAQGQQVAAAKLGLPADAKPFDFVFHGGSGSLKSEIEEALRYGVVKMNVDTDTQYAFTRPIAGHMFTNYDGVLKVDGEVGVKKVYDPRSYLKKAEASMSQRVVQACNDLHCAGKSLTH
Anthrax LF prot: Bacillus anthracis LF protease inhibitors, primary screen, biochemical, multiplex microsphere, MLPCN library; Lethal factor (Bacillus anthracis), P15917; multiplex microsphere protease cleavage assay; inhibition, % at 10 µM; 360,000 compounds, 0.12% hits; note: plate controls were buffer without enzyme for full effect and enzyme alone for no effect
FadD28 FP inh: inhibitors of FadD28 bisubstrate probe binding, primary screen, biochemical, fluorescence polarization, single point; Mycobacterium tuberculosis FadD28 fatty-acid-AMP ligase; inhibition, % at 12.5 µM; 360,000 compounds, 0.22% hits; in the data active = inhibition above about 8.5%, passing the limit was not always enough; inconclusive = no clear call, values can overlap the other calls
Numbers without * were called inactive; ? = inconclusive; / = no result given. Cut-off read from the data, not from the text of the source, unless noted: active = inhibition above about 30%; inconclusive = no clear call, values can overlap the other calls; inactive = below that.

SMILES | Mtb BioA inh | PfHsp40 yeast | GDH-TPI inh | BoNT A protease | BoNT-F LC inh | Mtb UGM inh | Mtb FBA inh | Anthrax LF prot | FadD28 FP inh
Cc1ccc(C(=O)OCC(=O)NCCNC(=O)COC(=O)c2ccc(C)s2)s1 | 0.4 | 0.4 | 1 | -2.1 | -7 | 3.1 | 1 | -1 | 0.1
O=C(CN1C(=O)NC(Cc2c[nH]c3ccccc23)C1=O)Nc1cccc(S(=O)(=O)N2CCCCCC2)c1 (configuration not stated) | 4.7 | 1.2 | 5 | 0.0 | -1 | 0.9 | -3 | -2 | -1.0
O=C(Cn1c(=O)oc2cc(S(=O)(=O)N3CCCC3)ccc21)NC1CCCCC1 | -0.6 | 2.1 | -17 | -0.5 | -5 | 2.8 | 1 | -6 | -0.2
CC1=C/C(=C(/c2cc(C)c(O)c(Br)c2)c2ccccc2S(=O)(=O)O)C=C(Br)C1=O | / | 2.8 | 9 | -4.3 | -20 | 1.5 | -6 | 4 | 2.4
O=C(Cc1ccc([N+](=O)[O-])cc1)Nc1ccc(O)cc1C(=O)O | / | 3.6 | -2 | 0.6 | 0 | -0.8 | -3 | -2 | -2.6
CN1CCN(C(=O)CC2C(=O)NCCN2Cc2ccc(-c3ccccc3)cc2)CC1 (configuration not stated) | / | 1.8 | -3 | -1.1 | -4 | 1.7 | -1 | -2 | -3.6
CCOC(=O)C1CCN(S(=O)(=O)c2ccc(Cl)s2)CC1 | 0.1 | 0.9 | 0 | 0.1 | 0 | -1.6 | 0 | 4 | -0.7
C=CCNC(=S)/N=C/c1c(O)[nH]c(=O)[nH]c1=O | / | 0.5 | 12 | -0.4 | 6 | -1.3 | 0 | -2 | -4.0
CSCCC(NC(=O)c1ccc(C(C)(C)C)cc1)C(=O)OCC(=O)N1CCCC1=O (configuration not stated) | -0.3 | 0.2 | 4 | -0.6 | -3 | 0.5 | -2 | 4 | -1.5
O=c1cc2n(c(=O)[nH]1)CCC1=C2CCCC1 | -0.2 | 0.9 | 6 | -0.3 | -5 | -0.2 | 0 | -1 | -0.4
Cc1c(C(=O)O)sc2nc(SCC(=O)Nc3ccc(S(=O)(=O)NCCCC(=O)O)cc3)[nH]c(=O)c12 | / | -0.1 | 6 | -0.3 | -3 | 4.6 | -2 | 1 | -0.9
COC(=O)c1c(-c2ccc(Br)cc2)csc1NC(=O)Cc1ccc(OC)c(OC)c1 | 0.0 | 0.0 | 7 | 0.3 | -2 | -0.7 | 0 | -3 | -3.6
COc1cc(/C=N/n2c(-c3n[nH]c4c3CCC4)n[nH]c2=S)cc(OC)c1O | / | -0.2 | 17 | 0.3 | -4 | 4.3 | 3 | -3 | -2.9
O=C(Nc1nnc(-c2ccco2)s1)c1ccccc1 | -0.9 | 0.0 | 26 | 0.6 | 3 | -2.7 | 2 | -5 | -2.1
COc1ccc(OC)c(S(N)(=O)=O)c1 | / | 1.1 | -14 | -0.1 | 3 | -0.9 | 0 | -3 | -3.1
Cc1n[nH]c(C)c1S(=O)(=O)N1CCN(S(=O)(=O)c2ccccc2C#N)CC1 | 0.5 | 0.5 | 9 | -4.5 | -10 | / | 4 | -6 | -1.3
CCOc1ccc(CCNC(=O)c2cccc(N3CCCC3=O)c2)cc1OCC | 3.0 | 0.0 | 6 | 0.3 | -3 | 1.9 | 4 | -7 | 0.3
C/C(Cl)=C\Cn1c(Nc2ccc(C)cc2)nc2c1c(=O)n(C)c(=O)n2C | 5.6 | -0.2 | 14 | -1.2 | -9 | -1.6 | -5 | -2 | -0.5
COc1cc(OC)cc(-c2n[nH]c(=S)n2-c2ccc3c(c2)OCO3)c1 | / | 1.4 | 3 | 0.9 | 1 | 1.1 | 0 | -2 | -2.0
Cc1cc(C)c(NN=c2c(=O)c3ccccc3c2=O)c(C)c1 | -1.2 | -0.3 | -2 | -1.0 | -1 | 0.7 | 6 | -3 | 1.3
CCOc1ccc(NS(=O)(=O)c2ccc(C(=O)NCC3(N(C)C)CCCCC3)cc2)cc1 | -0.2 | -1.7 | -11 | -1.2 | -7 | -3.4 | -3 | -6 | -2.4
COc1cc(SC)ccc1C(=O)Nc1ccc(S(=O)(=O)N2CCCC2)cc1 | -0.2 | 0.3 | 11 | 0.6 | -18 | -2.8 | 16 | 0 | -0.2
CC(C)Oc1cccc(C(=O)C2CCCN(Cc3ccon3)C2)c1 (configuration not stated) | 0.1 | -1.6 | -4 | -0.3 | -1 | 2.0 | 1 | -2 | -4.6
CC1(C(=O)NS(=O)(=O)c2ccc(C#N)cc2)CCN1C(=O)c1cccc(F)c1 (configuration not stated) | -1.7 | / | 5 | 0.2 | -3 | / | -2 | 1 | -1.4
COc1ccc(C(=O)NCC(=O)N=Nc2c(O)n(Cc3ccccc3)c3ccccc23)cc1OC | / | -0.4 | 12 | 0.0 | -3 | 1.3 | 0 | 1 | -0.1
CC(C)CC(C(=O)OCC(=O)Nc1cccc(Cl)c1)N1C(=O)C2CC=CCC2C1=O (configuration not stated) | / | 1.4 | 5 | -0.1 | -9 | 3.9 | 2 | -3 | -1.7
CC(=O)c1sc(NC(=O)c2ccc(F)c(F)c2)nc1C | -0.6 | -0.6 | 8 | -0.3 | 5 | -0.2 | 1 | -1 | -0.6
COc1ccc(C=C(C#N)c2ccc(OC)cc2)cc1 | -0.3 | 2.4 | 19 | -0.2 | -5 | / | 1 | 0 | -2.4
Cc1ccc2c(CC(=O)Nc3c(C)n(C)n(-c4ccccc4)c3=O)coc2c1 | -1.6 | 2.9 | 18 | 0.8 | -12 | -2.0 | 1 | 4 | -0.8
Cc1ccc(S(=O)(=O)N2CCC(C)CC2)cc1C(=O)NCCN1CCOCC1 | -1.6 | -0.3 | 4 | 1.8 | 4 | 4.6 | -1 | 3 | -2.9
CCCCSc1nc(N)c(NC(=O)c2ccco2)c(=O)[nH]1 | 0.1 | -1.0 | -6 | -0.4 | 8 | 0.7 | -1 | 9 | -3.3
CC1=Nn2c(nnc2-c2ccccc2F)SC1 | 0.6 | -0.5 | 2 | ? | ? | -0.9 | 2 | 4 | -2.0
CN(C)C(=O)c1ccc(NC(=O)c2cccc(S(=O)(=O)N3CCCc4ccccc43)c2)cc1 | / | -0.3 | 12 | -1.5 | 2 | -1.4 | 0 | -2 | -2.5
CS(=O)(=O)c1ccc(C(=O)OCc2nnc(-c3ccccc3)o2)cc1[N+](=O)[O-] | / | 1.7 | 3 | -0.5 | 0 | / | 3 | 2 | -0.6
O=C(Nc1nnc(COc2ccccc2)s1)Nc1ccccc1F | / | -0.2 | 5 | -0.5 | 0 | -2.7 | 2 | -3 | -2.8
CCOC(=O)CCCNC(=O)CSc1nnc(-c2ccccc2)c(-c2ccccc2)n1 | -1.3 | -0.3 | 18 | -0.9 | 16 | -1.1 | -6 | -10 | -6.0
CCn1c(C)nc2cc(S(=O)(=O)C(F)(F)C(F)C(F)(F)F)ccc21 (configuration not stated) | / | 0.1 | -1 | -0.5 | -12 | 0.4 | -2 | -5 | 1.6
CNC(=O)c1ccc(Oc2ccc(C(=O)NC)cc2)cc1 | -1.8 | 0.5 | 1 | -0.3 | -4 | -1.0 | 2 | -3 | -2.1
CC1CCCC(NC(=O)COC(=O)c2ccc(Br)o2)C1C (configuration not stated) | -0.9 | 0.3 | -1 | -2.0 | -9 | -0.9 | 1 | -6 | -0.6
O=C(NNC(=O)C1CCC1)c1ccc(F)cc1 | -0.3 | / | 9 | -0.1 | 6 | / | 2 | -4 | -0.4

Another view of part of the listing above:
mol	Mtb BioA inh	PfHsp40 yeast	GDH-TPI inh	BoNT A protease	BoNT-F LC inh	Mtb UGM inh	Mtb FBA inh	Anthrax LF prot	FadD28 FP inh
Cc1ccc(S(=O)(=O)N2CCC(C)CC2)cc1C(=O)NCCN1CCOCC1	-1.6	-0.3	4	1.8	4	4.6	-1	3	-2.9
CCCCSc1nc(N)c(NC(=O)c2ccco2)c(=O)[nH]1	0.1	-1.0	-6	-0.4	8	0.7	-1	9	-3.3
CC1=Nn2c(nnc2-c2ccccc2F)SC1	0.6	-0.5	2	?	?	-0.9	2	4	-2.0
CN(C)C(=O)c1ccc(NC(=O)c2cccc(S(=O)(=O)N3CCCc4ccccc43)c2)cc1	/	-0.3	12	-1.5	2	-1.4	0	-2	-2.5
CS(=O)(=O)c1ccc(C(=O)OCc2nnc(-c3ccccc3)o2)cc1[N+](=O)[O-]	/	1.7	3	-0.5	0	/	3	2	-0.6
O=C(Nc1nnc(COc2ccccc2)s1)Nc1ccccc1F	/	-0.2	5	-0.5	0	-2.7	2	-3	-2.8
CCOC(=O)CCCNC(=O)CSc1nnc(-c2ccccc2)c(-c2ccccc2)n1	-1.3	-0.3	18	-0.9	16	-1.1	-6	-10	-6.0
CCn1c(C)nc2cc(S(=O)(=O)C(F)(F)C(F)C(F)(F)F)ccc21 (configuration not stated)	/	0.1	-1	-0.5	-12	0.4	-2	-5	1.6
CNC(=O)c1ccc(Oc2ccc(C(=O)NC)cc2)cc1	-1.8	0.5	1	-0.3	-4	-1.0	2	-3	-2.1

Next section.
SMILES | Mtb BioA inh | PfHsp40 yeast | GDH-TPI inh | BoNT A protease | BoNT-F LC inh | Mtb UGM inh | Mtb FBA inh | Anthrax LF prot | FadD28 FP inh
S=c1[nH]nc(-c2ccco2)n1/N=C/c1ccccc1 | / | -1.5 | 6 | -0.5 | 3 | 4.8 | -1 | -2 | -3.0
Cc1c(NC(=O)CN2CCN(c3cccc(Cl)c3)CC2)c(=O)n(-c2ccccc2)n1C | / | -1.3 | 4 | -1.0 | 0 | -3.2 | 6 | -1 | -1.4
COc1ccc2[nH]c3c(c2c1)CCN1C(=O)C(CC(=O)NCCC2=CCCCC2)C[C@H](C(=O)N2CCOCC2)[C@@]31CCC1CCCC1 (some centres not stated) | -0.2 | 0.5 | -3 | -0.3 | -2 | / | 2 | -4 | 0.3
Cc1ccc(NC(=O)CN2C(=O)C(C)Oc3ccccc32)nc1 (configuration not stated) | 0.5 | -0.6 | -1 | -0.3 | -10 | 2.3 | -2 | -5 | -2.7
Cc1cc(NCCCn2ccnc2)n2ncc(-c3ccccc3)c2n1 | 6.2 | 0.0 | 12 | 0.2 | -3 | 0.3 | 7 | -2 | -1.8
Cc1ccc(CN(Cc2ccccn2)C(=O)Nc2c(F)cccc2F)cc1 | -0.4 | 1.1 | 0 | -1.5 | -16 | 0.4 | 6 | 2 | -1.8
S=C(NN=C(c1ccccc1)c1ccccn1)N(Cc1ccccn1)Cc1ccccn1 | / | 135* | 10 | 51* | 42* | / | -2 | 43* | -1.3
CC1CCCCC1NC(=O)CCNC(=O)N1CC(=O)Nc2ccccc21 (configuration not stated) | -2.3 | 0.1 | -6 | -1.1 | -1 | -0.6 | -8 | 0 | -3.4
N#Cc1c(-c2ccccc2)c(-c2ccccc2)nn(CC(=O)NNC(=O)Nc2ccccc2)c1=O | 0.9 | -0.3 | 3 | 0.2 | 4 | -0.6 | -2 | 0 | -2.7
C=CCNC(=O)C(=O)NCC1CCCN1CC (configuration not stated) | / | 2.1 | -7 | -0.6 | 0 | 0.4 | -1 | 3 | -1.7
